TRPC6 inh = blocks the mouse TRPC6 cation channel; Q61143; B-score at 10 µM; HEK293-TRPC6, membrane potential dye, ACh-evoked depolarization; stronger effect = lower value; actives 1.1% (n = 310,000);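 active means B-score under library mean minus 3 SD, initial fluorescence not abnormally high, positive integrated signal ratio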;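 further: B-score derived from integrated fluorescence ratio over the kinetic read; more negative B-score means stronger inhibition of depolarization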
MrgX1 PAM = human MrgX1 positive allosteric modulation, primary screen. actives 0.63% (n = 310,000). B-score at 10 µM. MrgX1-HEK293, Fluo-4 calcium flux, FDSS; stronger effect = higher value;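 active means plate-corrected calcium response at least 3 library SD above typical, normal starting fluorescence, not activating the receptor alone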;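 further: compound read alongside a low EC10 to EC30 dose of BAM8-22 agonist; peak minus trough fluorescence over baseline measured at the second addition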
Target sequence (Q96LB2 whole entry, looked up): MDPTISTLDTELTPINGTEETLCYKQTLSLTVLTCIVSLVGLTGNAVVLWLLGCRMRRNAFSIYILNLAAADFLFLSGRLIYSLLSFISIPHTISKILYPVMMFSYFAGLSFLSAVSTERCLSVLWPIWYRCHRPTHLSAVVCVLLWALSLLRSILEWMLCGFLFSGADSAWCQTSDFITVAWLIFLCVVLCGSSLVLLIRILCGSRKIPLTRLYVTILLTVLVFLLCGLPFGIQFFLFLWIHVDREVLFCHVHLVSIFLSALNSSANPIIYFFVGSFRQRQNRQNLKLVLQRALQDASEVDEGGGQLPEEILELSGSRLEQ
MrgX1 ag = human MrgX1 receptor agonism, primary screen. MrgX1-HEK293 cells, Fluo-4 calcium fluorescence, agonist mode; stronger effect = higher value. B-score at 10 µM. actives 0.44% (n = 310,000);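 active means calcium response B-score plate-corrected fluorescence ratio at least 3 library SD, with starting fluorescence B-score inside 5 SD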
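Assay system: stable human MrgX1 HEK293 cell line. Quantity: 15,000 cells per well. Schedule: cells plated overnight, dye loaded 0.5 h 37 °C, 0.5 h room temperature. Detection: Fluo-4 NW calcium-flux fluorescence, kinetic read. Read-out basis: peak-minus-minimum fluorescence over baseline, converted to B scores. Control set: positive and negative control wells on each plate.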
TRPC4 PAM = TRPC4 (mouse) allosteric potentiation | B-score at 10 µM | HEK293 TRPC4beta/mu-opioid, DAMGO EC20, Fluo-4 Ca2+ flux; stronger effect = higher value | Q9QUQ5 | actives 0.42% (n = 310,000);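 active means B-score of calcium response area above 5 SD of library B-scores, with initial fluorescence ratio within 5 SD of library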;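 further: B-score of integrated fluorescence ratio over time as area under calcium response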
MrgX1 antag = antagonists of human MrgX1 receptor | B-score at 10 µM | MRGX1-HEK293 calcium flux, Fluo-4, BAM8-22 antagonism; stronger effect = lower value | actives 1.3% (n = 310,000) | Q96LB2;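 active means calcium-response B-score plate-corrected more than 3 library SD below zero, starting fluorescence within 5 deviations, no agonist response on first addition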;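 further: peak minus trough fluorescence over baseline after final BAM8-22 challenge near maximal dose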
HIF act = HIF pathway transcriptional activation; activation, % at 7.5 µM (by protocol); actives 0.32% (n = 300,000); U2OS HRE-luciferase reporter, luminescence; normalized: DMSO 0%, desferrioxamine 100%;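 active means mean activation of at least 10% of the iron chelator positive control signal, with at least half of replicates also reaching 10%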
TRPC4 inh = TRPC4 (mouse) channel inhibition; Q9QUQ5; HEK293 TRPC4beta/mu-opioid, DAMGO-evoked Fluo4 calcium flux; stronger effect = lower value; B-score at 10 µM; actives 0.39% (n = 300,000); AID 2247;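 active means B-score over 3 SD under the library average, no early fluorescence shift, positive overall ratio signal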
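Test system – stable TRPC4beta/mu-opioid receptor HEK293 cells · Probe or stimulus – DAMGO, a submaximal dose followed by a maximal one · Dosing – one concentration per compound · Signal – Fluo4 calcium fluorescence by kinetic imaging, 5 s 1 Hz baseline · Evaluation – per-well B score of integrated baseline-normalized Fluo4 ratio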
TRPC6 act = mouse TRPC6 channel activation; Q61143; HEK293-TRPC6 membrane potential dye fluorescence; stronger effect = higher value; B-score at 10 µM; actives 0.13% (n = 310,000); AID 2550;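 active means B-score of the integrated fluorescence ratio above library mean plus 3 SD, and starting fluorescence ratio within library mean plus 5 SD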;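 further: higher score means more depolarization so channel activation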
PolyA inh = blocks polyadenylation in yeast reporter cells; calls only at 12 µM; S. cerevisiae SKY197-pL101 polyadenylation reporter, beta-gal luminescence; efflux-impaired pdr1/pdr3 knockout yeast; score 100 = 6 SD above DMSO; actives 0.02% (n = 300,000); AID 1875;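 active means lowest replicate activity score at least 50, where 100 means six control SD above control mean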;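 further: yeast exposed to compound for 9 h at 30 °C; higher score means more reporter readthrough which indicates perturbed polyadenylation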
TRPC4 act = activators of mouse TRPC4 channel. HEK293 TRPC4beta/mu-opioid, Fluo4 calcium fluorescence; stronger effect = higher value. B-score at 10 µM. actives 0.49% (n = 310,000);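 active means B-score above 5 SD of library B-scores, and initial fluorescence ratio not above library mean plus 5 SD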;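 further: positive B-score marks a calcium rise read as TRPC4 activation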
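Material: TRPC4beta and mu-opioid receptor HEK293 stable cells | Incubation: 45 min room-temperature Fluo4 loading, 110 s read | Detection: Kinetic Fluo4 calcium fluorescence | Measure: Integrated baseline-normalised fluorescence ratio, converted to per-well B score | Benchmarks: Low control buffer alone, high control maximal DAMGO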
AI-2 QS mod = Vibrio harveyi AI-2 quorum sensing modulation; AID 2094; activity change, % at 7.5 µM; Vibrio harveyi JMH597 AI-2 luminescence/OD600 ratio, 9 h; stronger effect = lower value; strain lacks LuxN and CqsS sensors; 0 = neutral-control median; actives 0.4% (n = 300,000); in the data active means activity change below about -75%, passing the limit was not always enough;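 further: luminescence divided by OD600 gain over 9 h not by final OD600 alone; inactives centre near 13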
* hit, by the source's call; i = inactive; . = no result given. The list is partial; count on the stated rates, not on these rows.

Second line of a record – TRPC6 inh | MrgX1 PAM | MrgX1 ag | TRPC4 PAM | MrgX1 antag | HIF act | TRPC4 inh | TRPC6 act | PolyA inh | TRPC4 act | AI-2 QS mod
Cc1ccc(C2CCN(C(=S)NC3CCCCC3)C2)cc1 (stereo not given)
→ i | i | i | i | i | 0.6 | i | i | i | i | 14.2
CCOCCc1nn2c(=O)cc(CSCC(=O)Nc3ccccc3)nc2s1
→ i | i | i | i | i | 0.4 | i | i | i | i | -9.6
O=C(c1ccc(Cn2ccc([N+](=O)[O-])n2)cc1)N1CCN(Cc2ccccc2)CC1
→ i | i | i | i | i | -0.5 | i | i | i | i | -11.7
COc1ccc(NC(=S)N2CCC(NC(=O)c3ccccc3C)CC2)cc1
→ i | i | i | i | i | 0.2 | i | i | i | i | 29.6
CCOC(=O)c1ccc2nc(C)c(CCC(C)=O)c(Cl)c2c1
→ i | i | i | i | i | 1.9 | i | i | i | i | 12.6
CC(Oc1ccc(F)cc1F)C(=O)/C=C/N(C)C (stereo not given)
→ i | i | i | i | i | -2.1 | i | i | i | i | 21.0
COCCNC(=S)N/N=C(\C)c1ccccc1OC
→ i | i | i | i | i | -0.5 | i | i | i | i | 24.9
CC(C)Nc1ncnc2c1cnn2-c1ccccc1
→ i | i | i | i | -4.87* | 0.2 | i | i | i | i | 9.7
Cc1nn(Cc2ccccc2Cl)c(C)c1NC(=O)CCCn1nc([N+](=O)[O-])c(Cl)c1C
→ i | i | i | i | i | -0.3 | i | i | i | i | 5.4
Cc1cc(C)cc(NC(=O)c2ccc3c(c2)CCN3S(C)(=O)=O)c1
→ i | i | i | i | i | -0.9 | i | i | i | i | 21.1
COc1ccc(N2C(=O)/C(=C/N(C)C)NC2=S)cc1
→ i | i | i | i | i | -0.1 | i | i | i | i | 7.7
NS(=O)(=O)c1ccc(CCNC(=O)COC(=O)C2CCC2)cc1
→ i | i | i | i | i | -0.1 | i | i | i | i | 37.0
O=C(c1ccc(F)cc1)C1CCN(C(=S)Nc2ccccc2Cl)CC1
→ i | i | i | i | i | 0.3 | i | i | i | i | 9.1
Cc1ccc2nc(Nc3ccc(C)c(Cl)c3)c3nncn3c2c1
→ i | i | i | i | i | 1.0 | i | i | i | i | -4.6
COCC(=O)N1CCC(Oc2ccc(C(=O)NCc3csc(C(C)C)n3)cc2)CC1
→ i | i | i | i | i | -0.4 | i | i | i | i | 19.0
Cc1ccc(Cn2c(SCc3cccnc3)nc3c2c(=O)n(C)c(=O)n3C)cc1
→ i | i | i | i | i | . | i | i | i | i | 42.0
CCN(CC(=O)Nc1ccc([N+](=O)[O-])cc1OC)c1ccccc1
→ i | i | i | i | i | -0.4 | i | i | i | i | -3.7
Cc1cc(NC(=O)C(C)Oc2ccc(Cl)cc2Cl)no1 (stereo not given)
→ i | i | i | i | i | 2.8 | i | i | i | i | .
CC(Oc1ccccc1F)C(=O)NNC(=O)CCS(=O)(=O)c1ccccc1Cl (stereo not given)
→ i | i | i | i | i | 0.2 | i | i | i | i | 30.9
CCc1nn(CC(=O)NC(C)CCc2ccccc2)c(=O)c2cc3cc(F)ccc3n12 (stereo not given)
→ i | i | i | i | i | 0.6 | i | i | i | i | 10.7

Next part:
Second line of a record – TRPC6 inh | MrgX1 PAM | MrgX1 ag | TRPC4 PAM | MrgX1 antag | HIF act | TRPC4 inh | TRPC6 act | PolyA inh | TRPC4 act | AI-2 QS mod
Cc1ccc(NC(=S)NC(NC(=O)c2ccco2)C(Cl)(Cl)Cl)cc1 (stereo not given)
→ i | i | i | i | i | 0.7 | i | i | i | i | 11.7
COc1ccc(O)c(CN2CCCC(C(=O)Nc3cccc(-n4cccn4)c3)C2)c1 (stereo not given)
→ i | i | i | i | i | -0.1 | i | i | i | i | 1.4
COC(=O)C1CCN(C(=O)COC(=O)[C@@H]2CC(O)CN2S(=O)(=O)c2ccc3c(c2)OCCO3)CC1 (stereo not given in full)
→ i | i | i | i | i | -0.4 | i | i | i | i | 42.0
COc1ccc(C[C@H]2CN3C(=NC[C@@H]3Cc3ccccc3)N2C[C@H](C)NC(=O)CCC2CCCCC2)cc1
→ i | . | . | i | . | 0.0 | i | i | i | i | 5.6
COc1ccccc1C1NC(=O)NC(C)=C1C(=O)Nc1cccc(C)c1C (stereo not given)
→ i | i | i | i | i | -0.3 | i | i | i | i | 7.7
Cc1cc2cc(CNC(=O)c3cccc([N+](=O)[O-])c3)ccc2[nH]1
→ i | i | i | i | i | 0.1 | i | i | i | i | 22.6
COC(=O)C(Cc1ccc(O)cc1)N1Cc2ccccc2C1=O (stereo not given)
→ i | i | i | i | i | 2.3 | i | i | i | i | 18.2
Brc1ccccc1-c1nnc(-c2cccnc2)o1
→ i | i | i | i | i | 3.0 | i | i | i | i | 16.3
O=C(NCCc1ccc(Cl)cc1)c1cc2ccccn2n1
→ i | i | i | i | i | 0.1 | i | i | i | i | 0.1
CCOC(=O)c1cnc(SCC(=O)N2CCc3ccccc32)nc1N
→ i | i | i | i | i | 0.3 | i | i | i | i | 17.4
Cc1cc(Cl)ccc1Oc1nc(-c2ccccc2)ncc1S(C)(=O)=O
→ i | i | i | i | i | 0.2 | i | i | i | i | 17.4
Cc1ccc(C(=O)N/C(=C/C=C/c2ccccc2)C(=O)NCc2ccco2)cc1
→ i | i | i | i | i | -0.1 | i | i | i | i | 42.6
COc1cc2c(cc1OC)C(c1cc3cc4c(cc3[nH]c1=O)OCO4)N(C(=O)C1CC1)CC2 (stereo not given)
→ i | i | i | i | i | -0.2 | i | i | i | i | 31.5
CCCn1nnc(NC(=O)COc2cc(C)ccc2C(C)C)n1
→ i | i | i | i | i | . | i | i | i | i | 16.4
CC(C)(C)c1ccc(OCC(=O)NCc2ccco2)c(Br)c1
→ i | i | i | i | i | 1.3 | i | i | i | i | 11.6
COc1ccc(CCNC(=O)c2cc(-c3cc(C)c(C)cc3O)n[nH]2)cc1OC
→ i | i | i | i | i | 0.1 | i | i | i | i | 40.2
CN1CCN(CC(O)COCc2ccc3c(c2)OCO3)CC1 (stereo not given)
→ i | i | i | i | i | -0.3 | i | i | i | i | 39.4
OC1CCN(c2c3c(nc4cc(-c5cccc(F)c5)nn24)CCCC3)CC1
→ i | i | i | i | i | 1.2 | i | i | i | i | 21.0
COc1ccc(S(=O)(=O)Nc2ccccc2C(=O)NCc2cccnc2)cc1OC
→ i | i | i | i | i | -0.5 | i | i | i | i | 9.9
Cc1ccc(-c2ccc(/C=N/NC(=O)c3ccccc3O)o2)cc1
→ i | i | i | i | i | 0.1 | i | i | i | i | 7.0

Additional structures follow.
Second line of a record – TRPC6 inh | MrgX1 PAM | MrgX1 ag | TRPC4 PAM | MrgX1 antag | HIF act | TRPC4 inh | TRPC6 act | PolyA inh | TRPC4 act | AI-2 QS mod
CCCCCC1CCC(c2nnc(SCC(C)=O)o2)CC1 (stereo not given)
→ i | i | i | i | i | 0.1 | i | i | i | i | 15.8
O=C(N/N=C/c1ccc(N2CCOCC2)s1)c1ccccc1Cl
→ i | i | i | i | i | 1.1 | i | i | i | i | 13.4
O=C(O)c1ccccc1S(=O)(=O)CC(=O)N1CCCCC1
→ i | i | i | i | i | -0.9 | i | i | . | i | 16.7
Cc1cc(=O)[nH]c(N/N=C/c2sccc2C)n1
→ i | i | i | i | i | 0.7 | i | i | i | i | 16.9
Cc1ccc(Nc2ccc(C(=O)NCCc3ccccc3)cn2)cc1
→ i | i | i | i | i | 0.5 | i | i | i | i | 15.2
CCn1c(=O)cc(N2CCOCC2)[nH]c1=O
→ i | i | i | i | i | 0.2 | i | i | i | i | 13.7
Cc1nc2nc(C)c(CCC(=O)N3CCc4ccccc43)c(C)n2n1
→ i | i | i | i | i | -0.3 | i | i | i | i | 3.7
O=S(=O)(c1cccc(-c2nnc3n2CCCCC3)c1)N1CCOCC1
→ i | i | i | i | i | -0.1 | i | i | i | i | 37.9
Cc1cc(Cl)cc(Cl)c1OCCN1CCCC1
→ i | i | i | i | i | 0.0 | i | i | i | i | 1.6
Cc1cccc(-c2nn(-c3ccccc3)cc2C(=O)Nc2cccc(S(=O)(=O)NC3=NCCC3)c2)c1
→ i | i | i | i | i | -0.6 | i | i | i | i | 31.0
C=CCO/N=C(\C)c1c(O)c(C)c(-c2ccccc2)n(-c2ccccc2)c1=O
→ i | i | i | i | i | 0.1 | i | i | i | i | 52.2
Cc1ccc(C(=O)O)cc1S(=O)(=O)N1CCOCC1
→ i | i | i | i | i | 0.1 | i | i | i | i | 2.8
Cc1ccc(/C=C/C(=O)Nc2ccc(S(=O)(=O)Nc3ncccn3)cc2)cc1
→ i | i | i | i | i | -0.1 | i | i | i | i | 6.3
CCCCc1cc2c(c(NC(=O)CC)n1)c(=O)oc1ccccc12
→ i | . | . | i | . | 0.0 | i | i | i | i | 18.2
Cc1nn(-c2ccccc2)c(C)c1/C=N/NC(=O)c1cc(-c2ccccc2)n[nH]1
→ i | i | i | i | i | 0.7 | i | i | i | i | 9.1
COc1cc2c(=O)n(Cc3ccccc3)c(=O)n(CC(=O)NCC3CCCO3)c2cc1OC (stereo not given)
→ i | i | i | i | i | 0.2 | i | i | i | i | 24.7
CC(C)CN(C(=O)COC(=O)CNC(=O)c1ccccc1F)c1c(N)n(Cc2ccccc2)c(=O)[nH]c1=O
→ i | i | i | i | i | 1.5 | i | i | i | i | -2.1
CC(C)(C)OC(=O)N1CCC(C(=O)N[C@H](Cc2ccccc2)C(=O)O)CC1
→ i | i | i | i | i | -0.8 | i | i | i | i | 12.6
N#Cc1c(/N=C/c2cccs2)sc2c1CCC2
→ i | i | i | i | i | 4.5 | i | i | i | i | 3.7
CCCN(CCC)CC(O)CN(c1cc([N+](=O)[O-])ccc1OC)S(=O)(=O)c1ccccc1 (stereo not given)
→ i | i | i | i | i | -1.2 | i | i | i | i | 11.8
Cc1ccc(C)c(Nc2c(F)c(F)c(F)c(F)c2C(=O)O)c1
→ i | i | i | i | i | -0.7 | i | i | i | i | 19.6
